High-throughput results (PubChem BioAssay)
PLCb3 inh = blocks human PLC-beta3 enzyme activity; Q01970; hit rate 0.18% among 370,000; inhibition, % at 12.2 µM; Purified PLC-beta3, fluorogenic substrate, fluorescence; in the data active means inhibition above about 11%;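 further: 0% = median of compound wells on plate and 100% = full blocker control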
ssDAF-12 act = activates DAF-12 receptor from parasite S. stercoralis; activation, % at 6.8 µM; HEK293 ssDAF-12/GRIP1 lit1-tk-luc reporter, luminescence; % of 3 µM dafachronic acid response; hit rate 1% among 370,000;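 active means activation above the mean over all tested compounds plus 3 SD, cut at about 0.9% in these data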;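 further: 0% = DMSO-only wells and 100% = 3 µM delta7-dafachronic acid wells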
SMARCA2 activ = SMARCA2 function activation, primary screen | activation, % at 9.1 µM | MG213 cells, MMTV-luciferase reporter, dexamethasone, overnight | hit rate 1% among 370,000; in the data active means activation above about 7.8%;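 further: 0% = vehicle wells and 100% = reference activator wells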
ADAM17 inh = inhibits human ADAM17 | recombinant ADAM17, EDANS/DABCYL FRET peptide cleavage | inhibition, % at 6.95 µM | hit rate 0.83% among 370,000;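 active means inhibition above the mean of compounds lying between control limits plus 3 SD, set per campaign, cut at about 8.5% in these data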;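 further: 0% = DMSO-only wells as the low control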
MBD2 inh = inhibitors of human MBD2 binding to methylated oligonucleotide; AID 686964; TR-FRET; inhibition, % at 4.4 µM; hit rate 0.31% among 370,000; Q9UBB5; in the data active means inhibition above about 13%
hgDAF-12 ag = hgDAF-12 agonism, primary luciferase screen; activation, % at 6.8 µM; HEK293 GAL4-hgDAF12 UAS-luciferase reporter, agonist luminescence; normalized to butyrate control; AID 687014; hit rate 1.8% among 370,000;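 active means activation above a cutoff set at the mean of all screened compounds plus 3 SD, cut at about 10% in these data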;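 further: 0% = DMSO wells and 100% = sodium butyrate wells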
Rev-erbA mod = modulators of human Rev-erb alpha DNA binding; AID 1259318; activity, % at 10 µM; Rev-erbα–FITC-DNA binding, fluorescence polarization, 90 min; hit rate 0.79% among 370,000; P20393;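 active means activity above about 14%, limit read from the data; passing the limit was not always enough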;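 further: 0% = DMSO wells with 35 nM protein and 100% = DMSO wells with 750 nM protein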
PLCg1 inh = inhibitors of human phospholipase C gamma1. purified PLC-gamma1, fluorogenic substrate, fluorescence. hit rate 0.84% among 370,000. AID 720700. P19174. inhibition, % at 12.2 µM; in the data active means inhibition above about 9.5%
Target sequence (P19174 whole entry, looked up): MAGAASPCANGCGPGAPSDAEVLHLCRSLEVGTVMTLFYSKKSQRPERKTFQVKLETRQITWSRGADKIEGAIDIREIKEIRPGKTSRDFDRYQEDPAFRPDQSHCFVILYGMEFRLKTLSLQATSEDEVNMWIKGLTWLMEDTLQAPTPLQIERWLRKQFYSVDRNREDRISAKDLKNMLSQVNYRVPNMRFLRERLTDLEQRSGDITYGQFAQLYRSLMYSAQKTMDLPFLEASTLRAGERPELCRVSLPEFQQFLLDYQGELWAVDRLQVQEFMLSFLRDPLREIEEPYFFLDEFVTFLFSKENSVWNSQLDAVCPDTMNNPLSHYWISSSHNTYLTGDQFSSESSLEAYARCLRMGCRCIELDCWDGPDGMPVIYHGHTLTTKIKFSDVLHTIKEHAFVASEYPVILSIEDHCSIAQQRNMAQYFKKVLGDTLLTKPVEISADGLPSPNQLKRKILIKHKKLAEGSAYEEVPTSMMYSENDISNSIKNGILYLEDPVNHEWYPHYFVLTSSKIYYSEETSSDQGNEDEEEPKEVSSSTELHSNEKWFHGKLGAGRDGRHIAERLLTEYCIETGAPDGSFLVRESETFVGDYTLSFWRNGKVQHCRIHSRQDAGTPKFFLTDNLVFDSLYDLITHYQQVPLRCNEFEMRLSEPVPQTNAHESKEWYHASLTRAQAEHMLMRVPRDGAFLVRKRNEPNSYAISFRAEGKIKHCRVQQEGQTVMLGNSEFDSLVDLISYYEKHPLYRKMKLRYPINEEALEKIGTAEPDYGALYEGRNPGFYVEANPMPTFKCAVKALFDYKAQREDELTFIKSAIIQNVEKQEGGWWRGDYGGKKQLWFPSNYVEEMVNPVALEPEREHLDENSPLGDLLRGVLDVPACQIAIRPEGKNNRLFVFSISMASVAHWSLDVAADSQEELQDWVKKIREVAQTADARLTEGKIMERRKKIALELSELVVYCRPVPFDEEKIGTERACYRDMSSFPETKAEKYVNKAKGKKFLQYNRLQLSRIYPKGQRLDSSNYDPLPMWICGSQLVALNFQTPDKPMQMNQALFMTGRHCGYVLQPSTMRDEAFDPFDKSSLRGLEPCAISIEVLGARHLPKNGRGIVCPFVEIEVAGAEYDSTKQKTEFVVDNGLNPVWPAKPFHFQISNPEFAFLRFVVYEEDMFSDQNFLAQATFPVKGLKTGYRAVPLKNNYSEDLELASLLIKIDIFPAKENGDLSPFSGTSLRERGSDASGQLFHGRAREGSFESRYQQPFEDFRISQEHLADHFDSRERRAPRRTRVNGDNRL
DAX1 inh-1 = inhibitors of human orphan nuclear receptor DAX1 (NR0B1) | P51843 | HEK293 Gal4-DAX1 luciferase reporter, luminescence | inhibition, % at 6.75 µM | hit rate 0.99% among 340,000 | AID 504766;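 active means inhibition above the mean over all tested compounds plus 3 SD, cut at about 4.2% in these data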;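 further: 0% = DAX1-transfected cells with DMSO and 100% = empty-vector control cells with DMSO; inhibition shows as a rise in luminescence from relieved DAX1 repression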
hcDAF-12 act = H. contortus DAF-12 activation, primary screen. HEK293 hcDAF-12 lit1-tk-luc reporter, luminescence; 0% DMSO, 100% Δ7-dafachronic acid. activation, % at 6.8 µM. hit rate 1.4% among 370,000;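 active means activation above the mean of all tested compounds plus 3 SD, cut at about 5.5% in these data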;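 further: 100% = response to 3 µM Δ7-dafachronic acid high control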
DAX1 inh-2 = DAX1 (NR0B1) inhibition, primary screen; HEK293T StAR-luciferase reporter, SF-1/DAX-1 repression relief; inhibition, % at 6.8 µM; hit rate 1.1% among 370,000; AID 652010;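 active means inhibition above the mean over all tested compounds plus 3 SD, cut at about 3.6% in these data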;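 further: 0% = DAX-1 cells with DMSO and 100% = cells lacking DAX-1 with DMSO; higher inhibition means more luminescence from relief of DAX-1 repression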
Starred values were filed as active, the others as inactive; x = not tested or not shown.

Fields – PLCb3 inh	ssDAF-12 act	SMARCA2 activ	ADAM17 inh	MBD2 inh	hgDAF-12 ag	Rev-erbA mod	PLCg1 inh	DAX1 inh-1	hcDAF-12 act	DAX1 inh-2
Cc1c(-n2c(SCC(=O)O)nnc2-c2ccccc2Br)c(=O)n(-c2ccccc2)n1C
  -1.8	-0.7	0.6	-3.2	4.5	0.9	-4.0	0.6	-1.6	-1.4	-0.2
CCOC(=O)c1c(C)[nH]c(C(=O)Nc2cc(OCC)c(N3CCOCC3)cc2OCC)c1C
  -6.9	-0.8	-2.0	1.9	-8.6	-0.1	-0.9	1.0	0.1	-0.6	0.4
COC(=O)Cc1nnn2c1[C@@H](C)[C@@H](c1ccccc1Br)OC[C@H](C)C2
  2.5	-1.2	3.5	-0.5	-9.9	0.1	2.6	-0.3	x	-1.2	-0.1
CCOc1ccc(C(C)(C)C)cc1S(=O)(=O)Nc1ccncc1
  -3.8	-1.0	0.0	1.0	1.2	1.3	3.4	1.3	0.7	-2.2	-0.2
CCCN1CCCCC(NC(=O)OC(C)(C)C)C1=O (stereo not drawn)
  0.6	-1.4	-2.5	-3.4	-4.2	2.2	-4.0	1.2	x	2.3	0.5
N#C/C(=C/c1ccccc1OCc1ccc(F)cc1)c1ccc(C(=O)O)cc1
  -6.2	-1.0	2.6	0.9	2.2	-0.4	0.5	1.7	2.8	-1.9	0.0
O=C(COc1ccc(Br)cc1Cl)NNC(=O)c1ccccc1
  -5.3	-0.9	-0.6	0.4	-4.0	4.5	3.5	3.4	0.3	-0.5	-1.3
Cc1cc(C)cc(CN2CCC(Oc3ccc(C(=O)N4CCCC4)cc3)CC2)c1
  -4.4	-0.9	-2.9	-6.0	-4.3	-4.6	-1.0	1.4	-0.4	-1.2	0.2
C#CCN1C(C)=CC(=O)[C@@H](O)[C@H]1c1ccccc1Br
  -3.1	-0.7	-4.5	-4.3	-1.7	-1.8	-1.6	-2.0	0.9	1.1	0.3
Cc1cccc(/C=N/NC(=O)c2ccc(NC(=O)c3ccc(Cl)cc3)cc2)n1
  -11.7	-1.4	-0.8	-1.7	-2.3	2.0	-3.2	-1.6	-1.7	-1.6	-0.7
CCOc1cc(C)c(C(C)C)cc1S(=O)(=O)N1CC(C)OC(C)C1 (stereo not drawn)
  -0.1	-1.8	1.3	-0.9	0.6	0.1	0.1	1.4	0.3	-2.4	0.3
CCc1ccc(OC2=NS(=O)(=O)c3ccccc32)cc1
  -0.9	-0.7	-0.7	-0.2	1.1	2.5	7.8	1.1	-0.8	0.4	-0.6
Cc1ccc(NCC(=O)N/N=C/c2cccc(Br)c2)cc1
  -4.6	-2.0	-3.8	-5.9	2.1	-1.0	-8.1	-1.2	-0.6	-0.1	-0.5
Cc1cc(N(C)C)nc(SC(C)C)n1
  3.1	-1.1	-0.7	-6.3	1.7	0.4	-1.5	-2.3	-0.3	-0.5	0.1
CCOC(=O)c1c(NC(C)=O)sc2c(OC)cccc12
  -2.9	-1.3	-1.1	-5.5	0.5	0.3	12.7	-4.0	-0.2	-1.9	0.0
COc1ccc(C)cc1-n1nnnc1SCc1cc(=O)n2cc(C)ccc2n1
  -13.3	-1.3	-2.5	-10.9	-1.1	-0.5	-2.2	-11.9	-1.1	-0.9	-1.3
COc1c2ccoc2c(OC[C@@H](O)C(C)(C)OC)c2oc(=O)ccc12
  -96.3	-1.4	-1.1	-54.6	0.2	-1.9	-4.0	-73.7	0.2	-1.9	-0.4
Cc1cc(C)cc(Cn2cc(CN3CC(N4CCCCC4)CS3(=O)=O)nn2)c1 (stereo not drawn)
  -0.1	-1.1	8.2*	-1.1	4.9	4.4	3.8	1.6	x	-2.8	-1.0
COc1cccc(C(=O)C2CCCN(Cc3ccc(OC)c(Cn4cncn4)c3)C2)c1 (stereo not drawn)
  -6.5	-1.1	-3.9	-1.9	-6.1	-0.3	1.4	-1.1	-0.9	1.1	0.1
COc1ccc(NC(=O)CN2CCN(S(=O)(=O)N3CCCCCC3)CC2)cc1
  -3.5	-0.5	-0.4	-2.4	2.1	0.9	1.4	3.1	1.5	-1.4	-0.3

A second format for some results above:
COC(=O)Cc1nnn2c1[C@@H](C)[C@@H](c1ccccc1Br)OC[C@H](C)C2
  PLCb3 inh: 2.5
  ssDAF-12 act: -1.2
  SMARCA2 activ: 3.5
  ADAM17 inh: -0.5
  MBD2 inh: -9.9
  hgDAF-12 ag: 0.1
  Rev-erbA mod: 2.6
  PLCg1 inh: -0.3
  DAX1 inh-1: x
  hcDAF-12 act: -1.2
  DAX1 inh-2: -0.1

CCOC(=O)c1c(C)[nH]c(C(=O)Nc2cc(OCC)c(N3CCOCC3)cc2OCC)c1C
  PLCb3 inh: -6.9
  ssDAF-12 act: -0.8
  SMARCA2 activ: -2.0
  ADAM17 inh: 1.9
  MBD2 inh: -8.6
  hgDAF-12 ag: -0.1
  Rev-erbA mod: -0.9
  PLCg1 inh: 1.0
  DAX1 inh-1: 0.1
  hcDAF-12 act: -0.6
  DAX1 inh-2: 0.4

Other compounds
Fields – PLCb3 inh	ssDAF-12 act	SMARCA2 activ	ADAM17 inh	MBD2 inh	hgDAF-12 ag	Rev-erbA mod	PLCg1 inh	DAX1 inh-1	hcDAF-12 act	DAX1 inh-2
Cc1cc2ccccn2c1C(=O)c1ccc(NN)c([N+](=O)[O-])c1
  1.5	-0.9	-4.4	2.4	-5.1	-2.0	0.3	6.3	0.1	1.6	-1.3
Cn1ccc(C(=O)Nc2cccnc2Cl)n1
  -2.8	-0.5	2.8	-2.1	-2.2	1.5	3.9	0.9	0.1	-0.2	1.9
Cc1noc(C)c1S(=O)(=O)N(Cc1ccccc1)C(C)C
  0.5	-1.6	0.9	-4.5	1.7	-2.0	1.5	-0.3	x	-0.7	-0.5
[O-][N+](=Cc1ccccc1)c1ccc(Cl)cc1
  -6.8	-0.4	4.1	-1.0	-4.1	1.7	4.4	-1.7	3.0	3.0	2.5
CCc1nc(SCC(=O)c2cccs2)c2oc3ccccc3c2n1
  -2.5	-0.8	0.6	3.2	-2.0	-0.6	10.9	-0.6	2.0	1.2	-0.1
CC(C)c1[nH]nc2c1C(c1cccc(C(F)(F)F)c1)N(c1ccccc1)C2=O (stereo not drawn)
  -1.9	-1.6	-0.8	0.6	6.4	-6.6	4.1	0.5	x	-1.3	-0.5
COCCNc1nnc(Cc2ccccc2)c(=O)[nH]1
  -1.7	-0.9	-2.0	2.5	-2.0	-1.9	-1.1	1.3	0.2	-0.1	0.3
Cc1nc2ccccc2c(-c2ccccc2)c1CC(=O)O
  -0.8	-1.6	1.3	-3.2	-1.7	0.6	1.7	-1.0	-0.5	-1.6	-0.1
CC(C)CCOc1ccc(C(CC(N)=O)C(=O)O)cc1 (stereo not drawn)
  3.0	-0.7	0.0	-0.3	-2.6	-0.2	-1.3	2.7	0.0	0.1	1.2
CCOCCc1c(O)nc(SCC)[nH]c1=O
  -3.7	-1.2	-2.9	2.5	-2.0	2.9	-2.4	6.0	1.4	-1.2	0.1
CCc1cccc2c(C(=O)COC(=O)[C@@H]3CC(O)CN3S(=O)(=O)c3ccccc3[N+](=O)[O-])c[nH]c12 (stereo partly drawn)
  -0.1	-1.1	-2.7	4.0	2.2	1.3	6.0	5.9	0.0	-0.4	0.7
CCOc1ccc(CNC(=O)C2CCN(c3nn4c(=O)cc(C)nc4s3)CC2)cc1
  -5.0	-1.2	-1.2	-0.7	1.1	2.9	4.2	0.9	0.7	-1.3	0.4
C/C(=N/NC(=O)CNC(=O)C1COc2ccccc2O1)c1ccc([N+](=O)[O-])cc1 (stereo not drawn)
  -10.4	-1.1	-2.0	-1.9	-1.9	1.1	-2.6	-2.1	1.6	-0.3	-0.3
CC(C)C(CCNC(=O)CC(Cc1ccccc1)c1ccco1)c1ccco1 (stereo not drawn)
  -0.6	-1.3	-2.5	-1.3	-2.7	-0.9	4.0	-4.8	1.1	-0.2	0.9
COc1ccc(NC(=O)CNC(=O)N2CC(=O)Nc3ccccc32)cc1OC
  0.5	-1.1	0.2	-3.2	1.8	4.4	6.5	-3.1	0.4	-4.0	1.4
O=C(CCN1CCN(c2ccccc2)CC1)NNC(=S)Nc1ccccc1Cl
  0.3	-1.5	-4.9	15.0*	1.1	-3.8	3.8	3.3	-0.8	-1.1	0.0
COc1ccc(Cc2nnc(NC(=O)Nc3ccccc3F)s2)cc1
  -3.8	-1.0	0.7	-0.5	2.6	2.7	-8.1	-1.7	0.0	-1.8	0.0
CCCCN1C[C@H](c2ccc(Br)cc2)[C@@H](CC(=O)Nc2ccc(Br)cc2)C1=O
  0.7	-0.6	-0.2	-1.2	0.8	2.1	-1.8	0.2	-0.1	0.3	0.8
CC1(NC(=S)N(CCO)CCO)CCS(=O)(=O)C1 (stereo not drawn)
  2.0	-0.2	-1.2	-1.9	-2.6	0.8	-1.2	1.3	-1.0	0.1	0.6
COc1ccc(C=NCC2OCCc3ccccc32)cc1OC (stereo not drawn)
  -1.9	-1.2	-1.5	-5.0	-0.8	1.2	0.6	1.9	0.0	-1.9	0.3
COc1cccc(NC(=O)N2CCCC2C(=O)NC2CCCC2)c1 (stereo not drawn)
  -0.9	-0.8	-3.2	0.4	-3.2	-0.1	-3.0	-1.1	0.4	-2.3	0.2
Cc1ccc(Cl)cc1N(CC(=O)NCc1ccc2c(c1)OCO2)S(C)(=O)=O
  -7.5	-1.4	-2.3	-3.5	2.5	-0.7	-4.4	0.2	0.2	-0.1	1.6
CCOc1ccc2[nH]c3c(NCCc4ccc(OC)c(OC)c4)ncnc3c2c1
  -271.6	-1.9	-3.5	-108.1	2.2	-6.6	-5.8	-208.9	-3.4	-4.4	-2.0
CCc1nn(CC(=O)N2CCN(c3cc(C)ccc3C)CC2)c(=O)c2cc3occc3n12
  -9.0	-1.6	1.8	-2.4	0.9	1.5	-0.7	1.6	0.9	0.8	-0.4
CN=C1S/C(=C\c2ccc(O)c(OC)c2)C(=O)N1C
  -68.5	-1.9	8.9*	-3.1	-4.2	4.7	8.4	-46.6	x	0.6	0.8
CC(=O)N1C(=O)N(C(C)=O)C2C1N(C)C(=O)N2C(C)=O (stereo not drawn)
  -1.4	-1.5	-3.5	-3.0	7.7	-1.6	-2.6	2.6	0.7	-0.1	-0.7
O=C(/C=C/c1ccc(F)cc1)NCC1(c2ccccc2)CCOCC1
  2.3	-1.6	-3.1	-3.0	0.0	-2.5	0.4	-1.5	0.1	-1.2	-0.8
COc1cccc(Oc2cnc(N)nc2-c2ccc(OC)cc2O)c1
  -17.0	-1.9	-1.2	6.3	-4.4	-0.2	11.7	-8.2	-0.6	-1.7	-2.5
